Anesthetic bind: candidate novel general anesthetic via apoferritin binding; P02791; actives 0.074% (n = 350,000); apoferritin/1-aminoanthracene competitive binding, fluorescence; AID 485281; Potency, µM (top dose mostly 77.5 µM), for inactives: top-dose activity change, negative = displacement, actives largely listed as inhibitors; also: potency is read from the fitted curve at half-maximal effect; % is scaled to controls: 0 for no effect and ±100 for the full control effect; nearly all actives have a fitted effect of over 20% in size
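Read-out: endpoint 1-AMA fluorescence, excitation 380 nm and emission 535 nm, after compounds sit 10 min at room temperature with 10 uM horse-spleen apoferritin in 50% saturated 1-AMA/PBS. Values come from four-parameter Hill fits.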
Glioma ERSR ind: induces the endoplasmic reticulum stress response in human glioma cells. U87-MG GRP78 promoter luciferase reporter, 16 h. Potency, µM, inactives show at the top dose activation, actives largely listed as activators. actives 0.02% (n = 420,000). AID 602332; also: potency is read from the fitted curve at half-maximal effect; series mostly up to about 76 µM; % of control where 0% means no effect; nearly all actives have a fitted effect of over 35% in size
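Stably transfected U87-MG human glioma cells carrying a GRP78-based luminescent sensor were seeded at 1000 cells/well, pin-dosed with compounds and incubated 16 h. Luciferase reagent was then added, and end-point luminescence was read after 10 min at room temperature.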
Pol kappa inh: inhibitors of human DNA polymerase kappa | Q9UBT6 | purified Pol kappa, fluorescent DNA synthesis assay, 10 min | Potency, µM (highest dose often 107 µM), for inactives: at the top dose activity, negative = inhibition, most hits filed as inhibitors | actives 0.53% (n = 400,000); also: potency is read from the fitted curve at half-maximal effect; % is scaled to controls: 0 for no effect and ±100 for the full control effect
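Inhibition of 10 nM Pol kappa is measured by a fluorescent read-out at 0 and 10 min following addition of 50 nM substrate (final), with a 15-min room-temperature compound preincubation.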
APE1 inh: blocks human APE1 abasic DNA cleavage. actives 0.35% (n = 350,000). recombinant APE1, TAMRA/BHQ-2 abasic DNA cleavage fluorescence. P27695. AID 2517. Potency, µM (top dose mostly 65.8 µM), for inactives: at the top dose activity change, negative = inhibition, hits mostly inhibitors;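 also: potency is read from the fitted curve at half-maximal effect; plate controls were vehicle for no effect and reference inhibitor for full effect; nearly all actives have a fitted effect of over 55% in size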
Target sequence (P27695 whole entry, looked up): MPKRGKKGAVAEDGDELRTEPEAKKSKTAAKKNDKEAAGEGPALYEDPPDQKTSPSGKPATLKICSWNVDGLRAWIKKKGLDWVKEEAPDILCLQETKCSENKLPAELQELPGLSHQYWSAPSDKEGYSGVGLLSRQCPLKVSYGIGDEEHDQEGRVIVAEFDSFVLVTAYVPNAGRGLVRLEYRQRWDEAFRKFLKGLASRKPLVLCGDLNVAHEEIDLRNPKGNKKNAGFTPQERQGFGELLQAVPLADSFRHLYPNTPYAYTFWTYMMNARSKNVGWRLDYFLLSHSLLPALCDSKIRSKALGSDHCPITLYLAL
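APE1 at 0.75 nM preincubated 15 min at room temperature with compound. Reaction then started with 50 nM double-stranded THF-abasic substrate labelled with TAMRA/BHQ-2, and 525/598 nm fluorescence read kinetically. Activity taken as third-minus-first read difference, normalized to DMSO and NSC13755 controls.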
POLI inh: inhibitors of human DNA polymerase iota; actives 1% (n = 390,000); Q9UNA4; Pol iota fluorescent replication assay, 10 min; Potency, µM (doses to about 115 µM), without a hit: at the highest dose activity, negative = inhibition, most hits filed as inhibitors; also: potency is read from the fitted curve at half-maximal effect
Target sequence (Q9UNA4 whole entry, looked up): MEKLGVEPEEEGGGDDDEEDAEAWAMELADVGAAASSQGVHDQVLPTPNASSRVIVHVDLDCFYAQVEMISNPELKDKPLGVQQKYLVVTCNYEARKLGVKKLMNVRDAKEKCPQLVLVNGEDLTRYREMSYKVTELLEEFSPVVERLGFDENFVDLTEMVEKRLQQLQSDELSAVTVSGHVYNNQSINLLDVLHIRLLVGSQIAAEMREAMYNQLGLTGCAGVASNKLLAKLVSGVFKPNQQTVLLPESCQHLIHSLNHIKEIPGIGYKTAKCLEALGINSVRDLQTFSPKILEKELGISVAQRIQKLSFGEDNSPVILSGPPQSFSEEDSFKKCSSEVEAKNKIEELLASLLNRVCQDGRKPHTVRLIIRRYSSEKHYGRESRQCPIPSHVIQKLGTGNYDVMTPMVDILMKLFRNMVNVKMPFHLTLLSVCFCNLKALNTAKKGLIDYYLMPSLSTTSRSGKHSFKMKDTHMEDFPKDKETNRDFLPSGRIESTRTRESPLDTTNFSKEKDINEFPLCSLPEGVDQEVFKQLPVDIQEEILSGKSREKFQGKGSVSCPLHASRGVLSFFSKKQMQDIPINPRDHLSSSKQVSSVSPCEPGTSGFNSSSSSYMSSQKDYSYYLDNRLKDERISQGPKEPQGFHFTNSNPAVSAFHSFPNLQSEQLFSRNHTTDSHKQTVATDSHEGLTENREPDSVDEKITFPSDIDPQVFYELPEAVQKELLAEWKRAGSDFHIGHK
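Pol iota at 10 nM preincubated 15 min with compounds at room temperature; reaction started with fluorescent substrate, 50 nM final. Fluorescence read kinetically at 0 and 10 min; buffer-only wells as negative control.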
LDHA block: blocks human lactate dehydrogenase A; P00338; purified LDHA, NADH/diaphorase-resazurin fluorescence; hits give low values; activity change, % (values are at about 110 or 230 µM); actives 0.15% (n = 480,000); in the data active = activity change below about -30%; inconclusive = mostly about -25% to -30%;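 also: plate controls were DMSO wells for no effect and wells without enzyme for full effect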
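Enzyme activity of human lactate dehydrogenase 5 (2 nM; 0.06 mM NADH, 0.2 mM pyruvate, 5 min, RT) is measured via a resazurin/diaphorase fluorescence readout of residual NADH.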
POLH inh: inhibitors of human DNA polymerase eta | recombinant Pol eta, fluorescent DNA replication assay | Potency, µM (doses to about 114 µM), for inactives: at the highest dose activity change, negative = inhibition, most hits filed as inhibitors | Q9Y253 | AID 588591 | actives 1.2% (n = 390,000); also: potency is read from the fitted curve at half-maximal effect; % is scaled to controls: 0 for no effect and ±100 for the full control effect
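Pol eta (10 nM) was preincubated with compounds for 15 min at room temperature, after which fluorescent replication substrate (50 nM final) was added to start the reaction. Fluorescence was read kinetically at 0 and 10 min.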
BLM inh: Bloom syndrome helicase (human) inhibition. recombinant BLM DNA unwinding, fluorescence dequenching. Potency, µM (doses to about 56.1 µM), inactives show at the top dose activity change, negative = inhibition, hits mostly inhibitors. actives 0.2% (n = 350,000). AID 2528;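 also: potency is read from the fitted curve at half-maximal effect; plate controls were vehicle for no effect and no enzyme for full effect; nearly all actives have a fitted effect of over 35% in size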
Pol beta inh: blocks human DNA polymerase beta activity; actives 1.3% (n = 340,000); P06746; Pol beta primer extension/strand displacement, fluorescence kinetic; Potency, µM (doses to about 114 µM), for inactives: at the top dose activity change, negative = inhibition, actives largely listed as inhibitors; also: potency is read from the fitted curve at half-maximal effect; % is scaled to controls: 0 for no effect and ±100 for the full control effect
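10 nM enzyme + cpd, 15 min RT; start with substrate 50 nM final; read 0 min and after 10 min RT. Corrected, normalized data; 4-parameter Hill curve fit.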
The depositor's hits bear a star; ? = inconclusive; . = no result given; & = joins results of further samples; [ ] = another dose, or the depositor's remark. Unless noted, calls follow the shape of the dose curve; as a rule, active = well fitted curve in the direction sought with a large enough effect; inconclusive = small, poorly fitted or top-dose-only effect, or another doubt; inactive = no such curve, though single readings can be large; an effect the other way counts as inactive or inconclusive. A portion of the library; count on the stated rates, not on these rows.

SMILES	Anesthetic bind	Glioma ERSR ind	Pol kappa inh	APE1 inh	POLI inh	LDHA block	POLH inh	BLM inh	Pol beta inh
O=C(NC1CCN(Cc2ccccc2)CC1)C1CCN(S(=O)(=O)c2ccc(Cl)cc2)CC1	-3%	-6%	-15%	25%	0%	-3	-8%	-3%	0%
CCN(CC(=O)Nc1c(F)cccc1F)C(=O)C1CCN(C(=O)c2ccc(F)cc2)CC1	.	-2%	-2%	30%	35%[activator]	1	-3%	.	.
CCCSc1nc(-c2ccc(OC)cc2)cc(-c2ccccc2OC)c1C#N	194%[activator]	2%	-5%	.	4%	0	-19%	-7%	-1%
NC(=O)NOCc1ccccc1	-11%	-2%	-2%	10%	102%[activator]	-13	10%	-1%	17%
CCN(C(=O)CSc1nnc(-c2ccc3c(c2)OCO3)o1)C1CCS(=O)(=O)C1 (configuration not stated)	.	3%	-4%	7%	5%	-2	-19%	.	.
CCC(C)/C(C)=N/Nc1ccc(S(N)(=O)=O)cc1[N+](=O)[O-] (configuration not stated)	?	3%	0%	5%	116%[activator]	-9	89µM*	-4%	5%
Oc1ccc(CNc2ccccc2O)cc1	?	?	-25%	-5%	?	24	1%	-13%	20%
CCCC(=O)N(c1ccc2oc3c(c2c1)CCCC3)S(=O)(=O)c1ccc(CC)cc1	43%[activator]	-3%	-19%	.	11%	-1	-7%	-9%	0%
Cc1cccc(NC(=O)CCNS(=O)(=O)c2ccc(Cl)cc2)c1	-6%	0%	-3%	-7%	87%[activator]	-16	1%	0%	44%
CCc1sc(C(=O)N2CCN(C(=O)c3ccccc3)CC2)cc1C	.	-4%	-17%	5%	20%	-17	-11%	.	.
Cc1cc(Cl)ccc1NC(=S)NC1CCCC1	-8%	0%	-4%	18%	63%[activator]	2	-15%	1%	3%
CCN(Cc1ccncc1)Cc1ccc(OC)c(OC)c1	-11%	-5%	-5%	6%	47%[activator]	-23	-15%	3%	23%
CCOc1ccc(NCc2nc3ccccc3n2CCOc2ccc(C)cc2)cc1	44%[activator]	8%	-7%	.	-17%	-4	-19%	-11%	19%
Oc1c(Cl)cc(Cl)cc1/C=N/NC(=S)NC1CC2C=CC1C2 (configuration not stated)	154%[activator]	-1%	-8%	-2%	?	-5	-3%	-15%	0%
C/C(=N/NC(=O)c1ccncc1)c1cc2ccc(O)cc2oc1=O	664%[activator]	3%	-8%	2%	50%[activator]	4	-14%	-2%	0%
CCN(C(=O)COC(=O)c1oc2ccc(OC)cc2c1C)C1CCS(=O)(=O)C1 (configuration not stated)	.	-2%	-8%	25%	4%	2	-9%	.	.
COc1ccc2oc(C(=O)OCC(=O)N3CCCCC3)c(C)c2c1	.	4%	-13%	-6%	?	2	-9%	.	.
CCOC(=O)N1CCC(c2cc(=O)n(-c3ccccc3)[nH]2)CC1	-6%	-1%	-14%	-17%	1.4µM*	-1	-16%	-4%	33%
CC[C@H](NC(=O)c1c(C)c(-c2ccccc2)nc2ccccc12)c1ccccc1	-4%	0%&-4%&-5%	-22%[60.1 µM]	?	-4%[58.9 µM]	-5	-6%[57.1 µM]	-10%&-8%	11%[57.1 µM]
N#CC1(NC(=O)CSc2nc3ccccc3s2)CCCCC1	.	4%	2%	19%	23%	-10	-14%	.	.
Cc1nnc2n1N=CC=C(c1ccccc1)S2	7%	-5%	-7%	-1%	9%	0	-1%	-2%	9%
CC(C)C(NC(=O)c1cccnc1)C(=O)O (configuration not stated)	-9%	-2%	-1%	2%	91%[activator]	-2	-10%	-1%	4%
COc1ccc(NC(=O)COC(=O)c2cc(OC)c(OC)c(OC)c2)c([N+](=O)[O-])c1	-5%	1%	-14%	?	19%	-7	14%	-1%	2%
O=C(CC1SC(=Nc2ccccc2)N(CCCCO)C1=O)NCc1ccccc1 (configuration not stated)	-6%	-2%	-1%	-3%	-3%	-5	-18%	-1%	-18%
CC1CCC2(CC1)NC(=O)N(NC(=O)CCc1c[nH]c3ccccc13)C2=O (configuration not stated)	.	-2%	0%	33%	4%	-4&-7	-2%	.	.
Cc1ccc(NS(=O)(=O)c2ccc(-c3ccc(=O)[nH]n3)o2)cc1N(C)C	-9%	3%	-17%	-8%	32%[activator]	2	5%	-9%	31%
O=C(NC1CCCc2ccccc21)C1CCN(S(=O)(=O)c2cnc[nH]2)CC1 (configuration not stated)	-1%	1%	-9%	6%	20%	1	-9%	-8%	1%
COC(=O)Cn1c(C)c(C#N)c2ccccc21	-8%	0%	-10%	1%	7%	-4	-6%	-2%	13%
COC(=O)c1cc(C(=O)c2c(C)cc3ccccn23)cc([N+](=O)[O-])c1	-12%	-7%	-9%	56%[activator]	?	0	-20%	-8%	-13%
Cc1ccc(-n2nc(C(N)=O)nc2-c2ccccc2)cc1	-10%	-3%	10%	15%	21%	2	-4%	-9%	28%

Ordered by molar mass (falling): some entries from above
SMILES	Anesthetic bind	Glioma ERSR ind	Pol kappa inh	APE1 inh	POLI inh	LDHA block	POLH inh	BLM inh	Pol beta inh
COc1ccc(NC(=O)COC(=O)c2cc(OC)c(OC)c(OC)c2)c([N+](=O)[O-])c1	-5%	1%	-14%	?	19%	-7	14%	-1%	2%
O=C(CC1SC(=Nc2ccccc2)N(CCCCO)C1=O)NCc1ccccc1 (configuration not stated)	-6%	-2%	-1%	-3%	-3%	-5	-18%	-1%	-18%
O=C(NC1CCCc2ccccc21)C1CCN(S(=O)(=O)c2cnc[nH]2)CC1 (configuration not stated)	-1%	1%	-9%	6%	20%	1	-9%	-8%	1%
CC[C@H](NC(=O)c1c(C)c(-c2ccccc2)nc2ccccc12)c1ccccc1	-4%	0%&-4%&-5%	-22%[60.1 µM]	?	-4%[58.9 µM]	-5	-6%[57.1 µM]	-10%&-8%	11%[57.1 µM]
Cc1ccc(NS(=O)(=O)c2ccc(-c3ccc(=O)[nH]n3)o2)cc1N(C)C	-9%	3%	-17%	-8%	32%[activator]	2	5%	-9%	31%
CC1CCC2(CC1)NC(=O)N(NC(=O)CCc1c[nH]c3ccccc13)C2=O (configuration not stated)	.	-2%	0%	33%	4%	-4&-7	-2%	.	.
COC(=O)c1cc(C(=O)c2c(C)cc3ccccn23)cc([N+](=O)[O-])c1	-12%	-7%	-9%	56%[activator]	?	0	-20%	-8%	-13%
Cc1nnc2n1N=CC=C(c1ccccc1)S2	7%	-5%	-7%	-1%	9%	0	-1%	-2%	9%
COC(=O)Cn1c(C)c(C#N)c2ccccc21	-8%	0%	-10%	1%	7%	-4	-6%	-2%	13%
CC(C)C(NC(=O)c1cccnc1)C(=O)O (configuration not stated)	-9%	-2%	-1%	2%	91%[activator]	-2	-10%	-1%	4%

The listing continues:
SMILES	Anesthetic bind	Glioma ERSR ind	Pol kappa inh	APE1 inh	POLI inh	LDHA block	POLH inh	BLM inh	Pol beta inh
O=C(COc1ccccc1)Nc1ccc(C(=O)OCc2cc(=O)n3nc(C4CC4)sc3n2)cc1	4%	-2%	-7%[60.1 µM]	.	6%	-1	3%	-9%	24%
O=C(O)CCSCC(=O)Nc1c(C(=O)C2CC2)oc2ccccc12	-9%	-5%	-2%	0%	7%	-6	-19%	0%	?
COc1cc2c(cc1OC)C1(Nc3c-2c(C)nn3-c2ccccc2)C(=O)Nc2ccccc21 (configuration not stated)	-16%	-5%	2%	15%	0%	2	-7%	-10%	8%
Cc1nc(SCC(=O)Nc2ccccc2C)cc(-c2ccccc2)n1	0%	-3%	-14%	.	27%	-8	-10%	1%	2%
CS(=O)(=O)N(CC(=O)NCCSCc1ccccc1)c1cc(C(F)(F)F)ccc1Cl	153%[activator]	0%	5%	.	1%	4	-21%	-5%	?
Fc1ccc(Nc2c(-c3ccccn3)nc3ccc(Cl)cn23)cc1	-6%	-2%	-15%	.	16%	7	-10%	-7%	-2%
CC(=O)O[C@@H]1[C@H](OC(=O)CC(C)C)c2c(ccc3ccc(=O)oc23)OC1(C)C	?	-5%	-2%	-1%	46%	5	-28%	-3%	2%
COc1cc(N)c(Cl)cc1C(=O)NC1CCN(Cc2ccccc2)CC1	-11%	0%&-4%&-4%	-14%	-1%	18%	-10	-20%	-4%	.
O=C(CCC(=O)c1cccs1)OCC(=O)c1ccc(Cl)s1	28µM*	0%	-15%	-5%	0%	3	-1%	-3%	0%
N/C(=N\c1nc2ccccc2o1)NC(=O)c1cccc(Cl)c1	-3%	2%	-6%	-2%	23%	-10	7%	-7%	43%
O=C(Cc1cccs1)N1CCN=C1SCc1cccc(F)c1	-5%	-4%	-1%	-3%	19%	0	-5%	-6%	-1%
Cc1ccc(/C=N/Nc2ccc(F)cc2)s1	-9%	-5%	-4%	50%[activator]	1%	11	-3%	-6%	15%
Cc1nn(C)cc1CN(C)C(=O)c1ccc(OC2CCN(Cc3ccccn3)CC2)cc1	-3%	2%	-4%	-9%	-6%	-8	1%	-2%	64%[activator]
Cc1c(C(=O)OCCOc2ccccc2)[nH]c2c1C(=O)CC(c1ccccc1)C2 (configuration not stated)	1%	-3%	7%	.	12%	-7	-7%	-2%	-12%
COc1ncc2nc(C)c(=O)n(C3CC3)c2n1	.	0%	-3%[60.1 µM]	0%	.	.	.	34%[activator]	.
CN(CC(=O)Nc1ccc(F)cc1[N+](=O)[O-])Cc1ccccc1	-20%	4%	-1%	-4%	102%[activator]	1	-12%	2%	2%
CCOC(=O)c1c(NC(=O)c2cc(-c3cccc(OC)c3)on2)sc2c1CCCC2	3%	4%	1%	.	13%	-3	-5%	-5%	?
CN(C)c1ncc2nc(-c3cccs3)c(=O)n(C[C@H]3CCCO3)c2n1	.	-3%	3%[60.1 µM]	-4%	.	.	.	0%	.
COc1ccc(OCCCC(=O)Nc2cc([N+](=O)[O-])ccc2C)cc1	-19%	3%	-17%	10%	1%	-1	7%	-2%	-1%
CC(C)c1nnc(NC(=O)Cc2ccc(Br)cc2)s1	1%	-3%	-16%	0%	0%	-7	-20%	-1%	-11%
O=C1/C(=C/c2cccnc2)SC(=S)N1c1ccc(F)cc1	3%	-3%	12%	3%	31%	6	-16%	0%	0%
